AID inh: blocks human AID cytidine deaminase activity; Q9GZX7; AID deamination FRET fluorescence, UDG-coupled, 4 h; Potency, µM (titrated, usually from 115 µM), without a hit: at the highest dose activity change, negative = inhibition, most hits filed as inhibitors; actives 0.32% (n = 91,000); AID 1347428; also: nearly all actives have a fitted effect of over 25% in size
Target sequence (Q9GZX7 whole entry, looked up): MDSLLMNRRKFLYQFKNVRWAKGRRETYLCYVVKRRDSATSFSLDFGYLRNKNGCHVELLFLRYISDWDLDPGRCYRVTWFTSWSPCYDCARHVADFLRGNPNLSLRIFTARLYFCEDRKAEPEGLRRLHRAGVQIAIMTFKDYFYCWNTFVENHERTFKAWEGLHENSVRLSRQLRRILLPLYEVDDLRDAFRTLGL
UDG counterscr: UDG inhibition counter-screen; FRET deamination/UDG coupled assay, UDG read, 4 h; AID 1347430; Potency, µM (highest dose often 115 µM), for inactives: at the top dose activity change, negative = inhibition, usual class: inhibitors; actives 0.14% (n = 91,000); also: nearly all actives have a fitted effect of over 65% in size
* hit, by the source's call; ? = inconclusive; [ ] = remark or other dose. Calls follow the shape of the dose curve; as a rule, active = well fitted curve in the direction sought with a large enough effect; inconclusive = small, poorly fitted or top-dose-only effect, or another doubt; inactive = no such curve, though single readings can be large; an effect the other way counts as inactive or inconclusive. % is scaled to controls: 0 for no effect and ±100 for the full control effect; potency is read from the fitted curve at half-maximal effect. Some of the compounds tested; rates above refer to the full screens.

compound	AID inh	UDG counterscr
CSc1cccc(NC(=O)NC(c2ccccc2)c2nnc(-c3ccccc3Cl)o2)c1 (stereo not drawn)	6%	-1%
Cc1ccc(Cl)cc1NC(=O)c1oc2c(c1C)-c1[nH]ncc1CC2	?	-21%[57.5 µM]
CCc1ccc(-c2cn[nH]c2C=O)cc1	-3%	3%
Cc1ccc(C)c(N2CCN(CCCNC(=O)Nc3ccc(Cl)cc3)CC2)c1	-18%	-13%
O=C(Nc1ccc2oc(-c3ccncc3)nc2c1)c1ccc(Cl)cc1	-5%	5%
Cc1cccc(-n2c(=O)c3c(c4cc(C)ccc4n3C)n(C)c2=O)c1	-8%	4%
Cc1ccc(C)n1-c1nnc(N2CCCC(C(=O)NCc3cccc(Cl)c3)C2)s1 (stereo not drawn)	-3%	-5%
CC(Oc1ccc(Cl)cc1)C(=O)NC(C)c1ccccc1 (stereo not drawn)	-2%	4%
COc1ccccc1NC(=O)c1ncoc1-c1ccco1	2%	11%
O=C(c1ccc2c(c1)N(Cc1ccc(Cl)cc1)C(=O)c1ccccc1S2=O)N1CCOCC1 (stereo not drawn)	12%	0%
COc1ccccc1C(=O)Nc1ccc(C(=O)OCc2cc(=O)n3nc(C)sc3n2)cc1	28µM*	-10%
Cc1nnc(NC(=O)CCc2ccc(-c3ccccc3)o2)s1	10%	0%
Cc1ccc(N2CC(NC(=O)CCc3ccccc3)CC2=O)cc1C (stereo not drawn)	-15%	-10%
CC1CCCC(NC(C(=O)NC2CC2)c2ccccc2)C1C (stereo not drawn)	29%	9%
COC(=O)c1ccc(NC(=O)c2nc3ccccc3nc2N2CCCC2)cc1	-8%	-3%
COc1ccc2c(c1)CCc1c(C(=O)Nc3c(C)nn(Cc4ccccc4Cl)c3C)noc1-2	3%	-8%
CCN(CC)CCCNC(=O)c1nn(C)c2c1CSc1ccccc1-2	3%	1%[57.5 µM]
COC(=O)N1CCCc2cc(S(=O)(=O)N3CCN(c4ccccc4)CC3)ccc21	?	-12%
Cc1ccccc1NC(=O)Cn1c(=O)n(-c2ccc(CC(=O)NCC3CCCO3)cc2)c(=O)c2ccccc21 (stereo not drawn)	12%	-2%
CC(=O)NCCCCCC(=O)NCC(C)(c1ccccc1)c1ccccc1	1%	4%
CCc1ccccc1NC(=O)CCc1c(C)nn(-c2ccc(N3CCOCC3)nn2)c1C	49%[activator]	-11%
CCc1ccc(NC(=O)N2CCC(CN3CCc4ccccc4C3)CC2)cc1	-7%	1%
CCn1c(C)c(C)c2cc(C(=O)NCc3cccc(C)c3)ccc21	-6%	24%
CCc1ccccc1NC(=O)c1cc2c(Cl)nc3ccccc3c2s1	6%	-2%
N#Cc1ccc(Cc2cnc(NC(=O)c3cccs3)s2)c(C(F)(F)F)c1	0%	-4%
COc1ccccc1-c1cc(NC(=O)CCOC(C)C)n[nH]1	-7%	-7%
Cc1cc(=S)n2cn[nH]c2n1	11%	5%
N#Cc1nc(-c2ccc(OCc3ccccc3)cc2)oc1NCCN1CCOCC1	-12%	-7%
CCOc1ccc(NC(=O)CCC(=O)N2CC(C)Oc3ccc(C)cc32)cc1 (stereo not drawn)	?	-6%
Cc1ccccc1Nc1nnc(-c2ccc(C)c(S(=O)(=O)NCC3CCCO3)c2)c2ccccc12 (stereo not drawn)	-28%[57.5 µM]	-3%[57.5 µM]

compound	AID inh	UDG counterscr
O=C(O)c1sc(Nc2ccccc2)nc1-c1ccccc1	4%	-7%
CCOc1ccc(S(=O)(=O)N(CC(=O)NCCSCc2ccc(C)cc2)c2ccccc2)cc1	-8%	0%
CCCCCSc1ccc(/C=C/C(=O)O)cc1	-21%	-5%
COc1ccc(/C=C/C(=O)Nc2cc(-c3nc4ccccc4o3)ccc2OC)cc1	9%	23%
Cc1cccc(-c2nc(CCNC(=O)Cc3ccc(F)cc3)cs2)c1	5%	-2%[57.5 µM]
CCOC(=O)C1=C(Nc2ccccc2)O/C(=C\c2ccccc2C(F)(F)F)C1=O	-22%	-5%
Cn1nc(C(=O)OCc2nc(-c3ccc(Cl)cc3)no2)c2ccccc21	-8%	-6%
CC(OC(=O)c1ccc2c(c1)NC(=O)CS2)C(=O)N1CC(=O)Nc2ccccc21 (stereo not drawn)	1%	5%
CCN(CC)C(=O)c1sc2c(c1C)c(=O)n(-c1ccccc1)c(=O)n2CC(=O)N(CC)c1cccc(C)c1	-8%	15%
Cc1cc(NC(=O)COCc2cc(-c3ccc(F)cc3)on2)ccc1Br	1%	-8%
O=C(O)c1ccc(-c2ccc(F)cc2)cc1	1%	-5%
COCCCNC(=O)C1CCN(c2ncnc3c2nc2n3CCCCC2)CC1	-5%	2%
CC(C)(CNC(=O)c1nccnc1N)c1ccc(Br)cc1	?	-7%
CC(C)(C)c1ccc(C(=O)NCCNC(=O)c2nc3ccccc3c(=O)[nH]2)cc1	-2%	-6%
CCOCCCNc1nc2c(S(=O)(=O)c3ccc(CC)cc3)nnn2c2ccc(Cl)cc12	-30%	-7%
CCCCN(C)S(=O)(=O)c1cc(-c2nn(C)c(=O)c3ccccc23)ccc1C	-27%	-7%
COc1ccc(Oc2coc3cc(OC(=O)c4cc(OC)c(OC)c(OC)c4)ccc3c2=O)cc1	1%	6%
COc1ccc(OC)c(CNC(=O)c2cc3c(=O)oc4ccc(C)cc4c3s2)c1	10%	-2%
COc1ccccc1CCNC(=O)C(=O)NCC(c1ccc2c(c1)OCO2)N1CCOCC1 (stereo not drawn)	-17%	0%[57.5 µM]
COc1ccc(-c2[nH]c(-c3ccc(OC)c(OC)c3)nc2SCC(=O)Nc2ccccc2)cc1	-12%	-20%
Cc1ccc(N2CCN(S(=O)(=O)c3cc(C(=O)Nc4cc(Cl)cc(Cl)c4)ccc3F)CC2C)cc1 (stereo not drawn)	-25%	?
COc1ccc(C2=NN(CC(=O)NCCCN(C)c3ccccc3)C(=O)CC2)cc1	-18%	4%[57.5 µM]
COC(=O)c1cc(NC(=O)Nc2ccc3snnc3c2)cc(C(=O)OC)c1	-18%	-5%
CCCCOc1ccccc1C1CC(=O)Nc2cc(C)c(C)cc21 (stereo not drawn)	?	-9%
CC(CC(=O)Nc1ccc(F)cc1)(C(=O)O)c1ccccc1 (stereo not drawn)	-1%	-4%
CCOc1ccccc1NC(=O)Cn1cnc2onc(-c3ccc(F)cc3)c2c1=O	22%	16%
Cc1ccc(C(CNC(=O)c2cc(=O)c3cc(Cl)ccc3o2)N2CCC(C)CC2)o1 (stereo not drawn)	2%	4%
CCc1ccc(CNC(=O)c2ccc(NC(=O)N3CCCCc4ccccc43)cc2)cc1	15%	15%
Cc1ccc(CNC(C)CN2CCCCC2)cc1 (stereo not drawn)	-1%	-5%
CCN1CCN(c2ncc(C(=O)OC)c3ccccc23)CC1	-1%	7%

compound	AID inh	UDG counterscr
CCOc1c(Br)cc(C(=O)Nc2nnc(C3CC3)s2)cc1OC	3%	1%
CC(NC(=O)Nc1ccc2c(c1)OCCO2)c1ccc(Cl)s1 (stereo not drawn)	-6%	3%
Cc1ccc(NC(=O)C2(C#N)CCCC2)cc1	-6%	-6%
CCN1CCCC1CNC(=O)c1nc(-c2cccc3[nH]ccc23)no1 (stereo not drawn)	-2%	-1%
Cc1nn(C(C)C(=O)Nc2ccccc2C(F)(F)F)c(=O)c2c1sc1ccccc12 (stereo not drawn)	2%	0%
CN(CC(=O)NC1(C#N)CCCCC1)c1cccc(C#N)c1	-1%	5%
CCCNC(=O)Cn1c(=O)c2cccn2c2cccnc21	1%	-4%
CCCCNC(=O)NS(=O)(=O)c1ccc(C)cc1	-8%	-3%
CCOc1ccc(NC(=O)CSc2nccn2-c2cccc(C)c2C)cc1	?	-21%
Cc1cc2nc(-c3ccc(Br)cc3)cc(C(F)(F)F)n2n1	-8%	-2%
CCCNC(=O)C1CCCN(Cc2cccc(C(F)(F)F)c2)C1 (stereo not drawn)	0%	-12%
CC(C)c1ccc(OCC(=O)Nc2ccc3oc(=O)ccc3c2)cc1	1%	0%
Cc1cccc(C(C)C)c1NC(=O)/C=C/c1ccc(F)cc1	-2%	1%
COc1ccc(-c2noc(CNC(=O)c3ccccc3Br)n2)cc1	0%	3%
O=C1CC(c2ccccc2)Cc2[nH]c(=O)c(-c3nc(-c4ccc(Cl)c(Cl)c4)cs3)cc21 (stereo not drawn)	35%[activator]	-9%
O=c1c2ccccc2n2c(-c3ccc(O)cc3)nnc2n1Cc1ccccc1Cl	4%	-5%
Cc1cccc(Cn2cc(/C=C(/C#N)C(=O)Nc3cccc(Cl)c3)c3ccccc32)c1	-8%	-5%
Nc1c(-c2nc3ccccc3[nH]2)c2ccccn2c1C(=O)c1ccccc1	-11%	-8%
CC(=O)N1CCN(C(=O)c2ccc3c(ccn3C)c2)CC1	2%	-4%
COc1cc(Cl)c(S(=O)(=O)N2CCN(c3c(C)cccc3C)CC2)cc1Cl	-19%	-1%
Cc1ccc(NC(=O)CSc2ncc3c(n2)-c2ccccc2N(C)S3(=O)=O)c(Cl)c1	58%[activator]	1%
CN(Cc1ccccc1)S(=O)(=O)c1cn(C)c(=O)n(C)c1=O	5%	0%
Cc1ccc(CNC(=O)c2ccc3c(Cl)c4c(nc3c2)CCCC4)cc1	-22%	-10%
CCOCCn1c(N2CCC(Cc3ccccc3)CC2)nc2c1c(=O)[nH]c(=O)n2C	-12%	-16%
O=C(O)CC(CNS(=O)(=O)c1ccc(I)cc1)c1ccccc1 (stereo not drawn)	-13%	4%
COc1ccc(-n2nc3c(N4CCC(C(=O)N5CCC(C)CC5)CC4)nnc(C)c3c2C)cc1	?	3%
CCOC(=O)c1ccc(NC(=O)CC2C(=O)N(c3ccc(C)cc3)C(=O)N2C2CCCC2)cc1 (stereo not drawn)	-5%	-10%[57.5 µM]
COc1ccc(CCNS(=O)(=O)c2ccc3c(c2)CC(C)N3C(=O)C2CCC2)cc1OC (stereo not drawn)	-7%[57.5 µM]	-10%[57.5 µM]
CCn1c(NC(=O)C(C)C)c(-c2ccccc2)c(=O)c2ccccc21	-3%	6%
O=C(Cn1cc(SCc2cccc(Cl)c2)c2ccccc21)N1CCCCC1	2%	-14%

7 structures out of the list, arranged by count of non-hydrogen atoms, lowest first.
compound	AID inh	UDG counterscr
CCCCNC(=O)NS(=O)(=O)c1ccc(C)cc1	-8%	-3%
CCN1CCCC1CNC(=O)c1nc(-c2cccc3[nH]ccc23)no1 (stereo not drawn)	-2%	-1%
Cc1ccc(CNC(=O)c2ccc3c(Cl)c4c(nc3c2)CCCC4)cc1	-22%	-10%
COc1cc(Cl)c(S(=O)(=O)N2CCN(c3c(C)cccc3C)CC2)cc1Cl	-19%	-1%
CCOCCn1c(N2CCC(Cc3ccccc3)CC2)nc2c1c(=O)[nH]c(=O)n2C	-12%	-16%
O=C1CC(c2ccccc2)Cc2[nH]c(=O)c(-c3nc(-c4ccc(Cl)c(Cl)c4)cs3)cc21 (stereo not drawn)	35%[activator]	-9%
COc1ccc(CCNS(=O)(=O)c2ccc3c(c2)CC(C)N3C(=O)C2CCC2)cc1OC (stereo not drawn)	-7%[57.5 µM]	-10%[57.5 µM]

Additional entries
compound	AID inh	UDG counterscr
O=[N+]([O-])c1ccc(S(=O)(=O)N2CCn3cccc3C2c2ccc(Br)cc2)cc1 (stereo not drawn)	-11%	-17%[57.5 µM]
Cc1cc(C)cc(NC(=O)Cn2c(-c3cncs3)nc3ccccc32)c1	-17%	17%
COc1cc(NC(=O)c2cc3nc(-c4ccccc4)cc(-c4ccccc4)n3n2)c(OC)cc1Cl	15%	4%[57.5 µM]
Cc1cccc(NC(=O)CN2C(=O)C3(SCC(=O)N3c3ccccc3)c3ccccc32)c1 (stereo not drawn)	-1%	-10%
CC1(C)CC(=O)C2=C(C1)N(c1ccc(C(F)(F)F)cc1)C(=O)CC2c1cccs1 (stereo not drawn)	4%	5%
CNC(=O)C1CCC(Cn2c(=O)c3sccc3n(Cc3ccccc3)c2=O)CC1 (stereo not drawn)	-3%	-6%
CCN(CC)S(=O)(=O)c1ccc(N2CCN(C)CC2)c(NC(=O)c2ccccc2F)c1	-10%	-6%
O=C(OC/C=C/c1ccccc1)c1c[nH]c2ccccc12	-19%	-10%
O=C(NNC(=O)c1ccc(NC(=O)C2CCCCC2)cc1)c1ccc(F)cc1	-11%	-3%
O=C(COC(=O)c1cc(=O)[nH]c2ccccc12)Nc1ccccc1	2%	1%
O=C(CSc1nc2ccccc2nc1N1CCCC1)NC1CCCC1	-7%	-6%
COC(=O)CSc1nnc(COc2cccc3ccc(C)nc23)n1C	-14%	13%
COc1ccccc1CNS(=O)(=O)c1ccc2c(c1)NC(=O)CC(=O)N2	5%	8%
Cc1nn2c(=O)cc(COc3ccc(/C=C(\C#N)C(=O)Nc4ccccc4)cc3Cl)nc2s1	-22%	-4%
Cc1ccc(C)c(N2CCN(S(=O)(=O)c3cc(C(=O)Nc4ccc(Oc5ccccc5)cc4)ccc3F)CC2)c1	-1%	-2%
COc1ccccc1-c1coc2cc(OCc3ccc(C)cc3)ccc2c1=O	-6%	-7%
COc1ccccc1CNC(=O)c1ccc(CN2CC(=O)N3CCCCC3C2=O)cc1 (stereo not drawn)	6%	-8%
Cc1cccc(Cn2c(=O)n(Cc3ccccc3)c(=O)c3sc4ccccc4c32)c1	18%	-7%

Assay outcomes deposited in PubChem BioAssay by National Center for Advancing Translational Sciences (NCATS).
